Screens (PubChem)
GPR55 LPI antagonism: GPR55 antagonists blocking LPI-driven arrestin recruitment, primary screen, imaging, U2OS, beta-arrestin-GFP, LPI agonist (AID 2013); 290,000 tested, 0.13% active; U2OS GPR55 beta-arrestin-GFP translocation imaging, LPI antagonism; higher % means a stronger effect; inhibition, % at 10 µM; hits with a dose series show IC50 in µM;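 active = spots per cell inhibited over 60%, with over 100 cells counted and total cytoplasm intensity under 500,000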;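 note: U2OS cells stably carrying GPR55 and arrestin-GFP stimulated by 5 µM LPI near EC80; imaged beta-arrestin-GFP aggregate spots per cell after agonist stimulation; plate controls were LPI-stimulated DMSO wells for no effect and DMSO wells without LPI for full effect; some results filed as inactive read as strong as hits; confirmed hits need IC50 under 10 µM and bright autofluorescent wells are also inconclusive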
K1F lysis inhibition: protection from phage-mediated lysis, alamar blue read-out – E. coli UTI89, K1F phage, bacterial capsule biogenesis inhibitors (AID 488966) | E. coli UTI89 K1F phage lysis, alamar blue, 2 h; higher % means a stronger effect | inhibition, % at 100 µM; hits with a dose series show IC50 in µM | 340,000 tested, 0.02% active;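 active = phage lysis inhibition, versus mean bacterial control, above a set limit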;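 note: capsule biogenesis inhibitors block K1F phage lysis so surviving cells raise fluorescence; higher fluorescence means more inhibition of phage lysis; actives were called in the ten point dose series up to 300 µM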
AID2073: inhibitors of Mint1-CaV2.2 protein interaction, biochemical, HTRF (AID 2073); HTRF protein-protein interaction, Mint1-CaV2.2; higher % means a stronger effect; inhibition, % at 20 µM; hits with a dose series show IC50 in µM; 290,000 tested, 0.19% active; in the data active = inhibition mostly above about 51%, no sharp cut-off; note: some results filed as inactive read as strong as hits
NTR1 agonist: NTR1-driven beta-arrestin-GFP spot formation – imaging, U2OS cells, high content, primary screen (AID 493036). P30989. agonist mode. activation, % at 20 µM. 330,000 tested, 0.17% active;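 active = activation at or above 40% of the spot to cytoplasm intensity ratio, with at least 20 cells analyzed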;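 note: 0% = DMSO without peptide and 100% = 100 nM NTR1 peptide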
Target sequence (P30989 whole entry, looked up): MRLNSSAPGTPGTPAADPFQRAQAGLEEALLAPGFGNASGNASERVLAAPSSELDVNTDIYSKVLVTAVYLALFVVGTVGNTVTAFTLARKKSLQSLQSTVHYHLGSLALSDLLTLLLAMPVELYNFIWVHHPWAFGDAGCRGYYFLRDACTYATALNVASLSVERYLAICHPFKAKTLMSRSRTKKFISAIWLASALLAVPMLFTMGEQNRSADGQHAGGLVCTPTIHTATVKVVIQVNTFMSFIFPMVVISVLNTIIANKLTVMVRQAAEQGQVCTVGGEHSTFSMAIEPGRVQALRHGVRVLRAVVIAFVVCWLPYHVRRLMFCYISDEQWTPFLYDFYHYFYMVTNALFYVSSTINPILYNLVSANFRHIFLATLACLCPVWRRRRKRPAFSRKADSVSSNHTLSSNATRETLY
GPR55 beta-arrestin: selective activators of receptor GPR55 – imaging, U2OS cells, beta-arrestin-GFP redistribution, primary screen (AID 1961). U2OS GPR55 beta-arrestin-GFP redistribution imaging; higher % means a stronger effect. activation, % at 10 µM; hits with a dose series show EC50 in µM. 290,000 tested, 0.048% active;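 active = activation above 40% with more than 50 cells counted in the well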;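 note: U2OS osteosarcoma cells stably expressing GPR55 and beta-arrestin-GFP; plate controls were DMSO negative control for no effect and LPI positive control for full effect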
Dengue-2 NS5 capping: Dengue-2 NS5 methyltransferase inhibitors, primary screen, biochemical, confirmation dose response (AID 588689). Dengue-2 NS5 methyltransferase capping enzyme assay, biochemical; higher % means a stronger effect. inhibition, % at 25 µM, or IC50 in µM where a hit was titrated. 340,000 tested, 0.3% active; in the data active = a potency from the dose series
GPR35 arrestin U2OS: inhibition of zaprinast-stimulated GPR35 beta-arrestin translocation – imaging, U2OS, beta-arrestin-GFP, zaprinast agonist, primary screen (AID 2058) | U2OS GPR35 beta-arrestin-GFP translocation imaging, zaprinast antagonism; higher % means a stronger effect | inhibition, % at 10 µM, or IC50 in µM where a hit was titrated | 290,000 tested, 0.052% active;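 active = inhibition of at least 50% with at least 30 cells and total cytoplasm GFP at most 10,000,000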
SIAH1 antagonists: blockers of Siah-1 interaction with plectin peptide – biochemical, fluorescence polarization, rhodamine-plectin, uHTS, primary screen (AID 1817). Siah-1 / rhodamine-plectin peptide fluorescence polarization; higher % means a stronger effect. displacement, % at 20 µM, or IC50 in µM where a hit was titrated. 290,000 tested, 0.02% active;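 active = displacement of at least 50% at 20 µM, with a fluorescence ratio check between 0.3 and a set limit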;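 note: plate controls were Siah plus tracer with DMSO for no effect and tracer alone without Siah for full effect; strong numbers were not always called active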
HIV fusion peptide: inhibitors of HIV fusion peptide binding, primary screen, biochemical, uHTS, fluorescence dequenching (AID 1986). inhibition, % at 20 µM; hits with a dose series show IC50 in µM. cell-free peptide binding, fluorescence dequenching, 30 min; higher % means a stronger effect. 290,000 tested, 0.3% active; in the data active = inhibition mostly above about 52%, no sharp cut-off; inactive = mostly below about 76%; note: some results filed as inactive read as strong as hits
NTR1 agonist cell count 20 µM: further read-out of NTR1 agonist, marked with its call; cell count; measured here: cell count, cytotoxicity flag
Dengue-2 NS5 capping pilot replicate: second read-out of Dengue-2 NS5 capping, no call of its own (marks repeat the call); inhibition, %; measured here: pilot screen replicate inhibition
* hit, by the source's call; / = not tested or not shown; [ ] = another dose, or the depositor's remark.

SMILES | GPR55 LPI antagonism | K1F lysis inhibition | AID2073 | NTR1 agonist | NTR1 agonist cell count 20 µM | GPR55 beta-arrestin | Dengue-2 NS5 capping | GPR35 arrestin U2OS | SIAH1 antagonists | HIV fusion peptide | others
O=C(CN1C(=O)C2CC=CCC2C1=O)NC1CCCCC1 (configuration not stated) | 4.9% | 0.3% | -0.4% | -0.8 | 60 | -0.1% | -4.6% | -4.1% | 3.7% | 0.3%
Cc1nn(C)cc1S(=O)(=O)Nc1ccccc1Br | -5.9% | 0.0% | 9.3% | -0.7 | 64 | -0.2% | -5.8% | 3.3% | 6.1% | 0.3%
CCOc1ccc(CC(=O)NCC2(N3CCCCC3)CCCCC2)cc1 | 8.0% | 0.4% | 0.8% | 0.2 | 56 | 0.0% | -0.8% | 8.4% | 4.7% | 0.6%
O=C(NCc1ccccc1)c1ccc(NC(=O)c2ccco2)cc1 | 2.7% | 0.0%[50 µM] | -1.9% | 0.1 | 55 | -0.2% | 1.6% | -5.4% | -0.7% | -0.9%
Cc1cccc(NC(=O)NC2(C(=O)NCc3ccco3)CCCCC2)c1 | 1.9% | -0.4% | 2.4% | 0.7 | 38 | -0.1% | 3.2% | -3.1% | 7.7% | -0.6%
Cc1ccc(OCC(=O)N/N=C/c2ccc([N+](=O)[O-])o2)cc1 | -2.8% | 0.1% | 6.5% | 0.7 | 45 | 0.1% | 2.1% | -3.1% | -8.2% | 21.3%
CCN1CCN(c2ccc(S(=O)(=O)N3CCCCC3)cc2NC(=O)/C=C/c2cc(OC)ccc2OC)CC1 | 15.0% | -0.2% | 35.5% | 1.7 | 52 | -0.1% | -1.9% | -16.7% | 0.5% | 6.4%
CCN(CC)Cc1c(C(=O)N/N=C/c2cccc(OCc3ccc(F)cc3)c2)nnn1-c1nonc1N | 6.8% | 1.7% | 5.6% | 8.8 | 77 | -0.1% | 4.4% | -7.4% | 2.9% | 1.6%
Cc1cc(C(=O)N/N=C/c2ccccc2[N+](=O)[O-])c(C)o1 | -6.3% | -0.3% | 9.4% | -0.9 | 43 | 0.2% | -9.9% | -3.8% | 14.0% | -0.9%
C=C(C)C(=O)Nc1nnc(-c2cccs2)s1 | -2.4% | -2.5% | 27.3% | 1.0 | 41 | -0.3% | -1.4% | -17.0% | 0.7% | 2.1%
Cc1cccc(N/C(=N/S(=O)(=O)c2ccccc2)c2ccccc2)n1 | 8.7% | 0.0% | 6.5% | 0.6 | 52 | -0.1% | -0.7% | -6.3% | -1.3% | 2.5%
CCc1cccc(NC(=O)c2cccc3c2C(=O)N(C2CCCCC2)C3)c1 | 5.0% | 0.3% | 9.4% | 2.7 | 67 | 0.3% | -5.9% | -11.1% | -5.0% | 0.9%
O=C(Nc1cccc(Cl)c1)N1CCC(CO)(CCOc2ccccc2)CC1 | 10.2% | -0.1% | 21.7% | 0.9 | 80 | -0.2% | -2.7% | -7.8% | 1.0% | -0.2%
Cc1ccccc1NC(=O)c1ccccc1NC(=O)c1cccs1 | -10.9% | 0.0% | -3.8% | 0.8 | 55 | 1.0% | -5.8% | 5.0% | -2.9% | 6.2%
Cc1onc(NC(=O)NC(=O)c2c(F)cccc2Cl)c1Br | 18.6% | 2.0%[50 µM] | -4.3% | 2.5 | 43 | 0.1% | -7.2% | 1.7% | -3.5% | 1.2%
c1ccc(Cn2nnc3c(N4CCCC4)ncnc32)cc1 | 0.9% | 1.6% | -1.8% | -2.1 | 51 | -0.1% | 4.8% | 10.9% | -1.6% | -1.1%
Cc1cc(C)nc(SCC(=O)N/N=C/c2cccs2)n1 | 5.0% | 2.6%[50 µM] | 1.2% | 1.1 | 54 | 0.5% | -3.2% | -1.6% | -1.4% | 1.4%
COC(=O)C(Cc1ccccc1)OS(N)(=O)=O (configuration not stated) | -15.3% | -0.7% | 14.0% | -0.7 | 71 | 0.8% | -3.9% | 11.9% | -2.2% | -2.2%
CC(=O)Nc1cccc(OCC(=O)NC(C)c2ccc3ccccc3c2)c1 (configuration not stated) | -8.3% | 0.0% | 29.9% | -0.7 | 51 | -0.1% | 1.8% | 14.3% | 5.4% | -1.5%
C/C(CC(=O)NCc1ccco1)=N\NC(=O)Cc1ccc(-c2ccccc2)cc1 | 17.9% | 0.1% | -3.8% | -1.0 | 65 | -0.3% | -6.9% | -9.8% | -4.7% | -1.8%
COc1ccc(CNC(=O)C(c2ccco2)N(Cc2ccccc2)C(=O)Cc2cccs2)cc1 (configuration not stated) | 10.2% | -0.4% | 0.4% | 2.5 | 56 | -0.2% | -8.8% | -7.0% | -2.7% | 0.5%
COc1ccc(N(C)S(=O)(=O)c2cccc(C(=O)Nc3nnc(C4CC4)s3)c2)cc1 | -4.0% | 0.2% | 19.9% | 1.5 | 59 | 0.7% | 5.2% | 10.8% | -3.9% | 2.7%
Cc1ccccc1OCCc1c(C)[nH]c(=S)[nH]c1=O | -9.0% | -0.6% | 0.7% | -1.5 | 42 | 0.0% | -1.5% | 1.5% | -1.6% | 0.2%
CCOc1ncccc1C(=O)OCc1ccc([N+](=O)[O-])cc1 | 3.9% | -0.4% | -13.0% | 3.0 | 43 | 0.2% | 3.9% | 3.6% | -2.0% | 0.5%
COc1ccccc1NC(=O)CSc1nnc(CNC(=O)c2ccccc2F)o1 | -0.1% | 0.4% | 16.5% | -0.7 | 51 | 0.0% | -0.9% | 5.3% | 1.1% | 6.5%
Remaining list, next part.
SMILES | GPR55 LPI antagonism | K1F lysis inhibition | AID2073 | NTR1 agonist | NTR1 agonist cell count 20 µM | GPR55 beta-arrestin | Dengue-2 NS5 capping | GPR35 arrestin U2OS | SIAH1 antagonists | HIV fusion peptide | others
CC1=C(C(=O)OC(C)C)C(c2cccs2)NC(=S)N1 (configuration not stated) | 7.5% | 1.8% | -11.2% | 1.2 | 55 | -0.1% | -10.1% | 0.0% | 1.3% | 1.7%
Cc1nc(NC(=O)c2ccccc2)sc1Cc1ccc2c(c1)OCO2 | -0.1% | 0.5% | 6.0% | 2.2 | 91 | 0.1% | -5.4% | -12.7% | 0.4% | -1.4%
Cc1ccccc1CN(c1ccc(C(=O)Nc2cccnc2)cc1)S(C)(=O)=O | 1.1% | -0.1% | 2.8% | -0.2 | 84 | -0.1% | -5.6% | -0.5% | -3.5% | 8.1% | Dengue-2 NS5 capping pilot replicate=-3.0
CCn1cc(C(=O)NC(=S)Nc2cccc(O)c2)cn1 | 1.6% | -0.3% | 5.7% | 0.9 | 54 | 0.3% | 6.9% | 14.1% | 2.7% | 0.8%
COc1ccc(-c2csc(N3CCN(C(=O)c4ccccc4)CC3)n2)cc1 | 4.5% | 0.2% | -11.8% | 0.3 | 96 | -0.1% | 0.0% | -5.3% | 0.4% | 0.4%
Cc1oc(S(=O)(=O)N2CCCC2)cc1C(=O)Nc1ccccc1 | -3.2% | 0.6% | -5.5% | 0.4 | 36 | 0.0% | 5.4% | -0.4% | 1.4% | -0.9%
Cc1nn(CC#N)c(=O)n1-c1cccc(F)c1 | -20.5% | 0.8% | -4.6% | 0.3 | 76 | 0.3% | -1.5% | -5.5% | 1.1% | -0.9%
CC1CCCN(C(=S)Nc2ccc(S(=O)(=O)N3CCCCC3)cc2)C1 (configuration not stated) | 9.2% | 0.9% | -9.4% | 1.2 | 53 | 0.2% | -3.9% | 10.3% | -2.1% | -0.3%
COc1ccc(Cl)cc1S(=O)(=O)N1CCC(C(=O)NC2CC2)CC1 | 14.4% | 0.7%[50 µM] | -2.1% | 0.0 | 65 | -0.1% | 6.5% | 13.2% | 4.7% | 0.0%
Cc1nc(NC(=O)/C=C/c2ccccc2)sc1C(=O)Nc1ccc(Cl)cc1 | -1.9% | 0.4% | 27.9% | 21.7 | 74 | -0.3% | -4.8% | 0.1% | -2.9% | -1.2% | Dengue-2 NS5 capping pilot replicate=1.5
Cc1cccc(Nc2nc(-c3ccc(F)c(C)c3)cs2)n1 | -6.4% | 0.3% | 17.4% | 18.0 | 96 | -0.1% | 0.0% | -4.5% | -3.0% | -0.1%
CC(C(=O)N1CCN(c2ccccc2)CC1)N1C(=O)C2CC=CCC2C1=O (configuration not stated) | 6.5% | 1.0% | -1.5% | 0.1 | 74 | -0.1% | -4.8% | -0.2% | -0.2% | -2.9%
O=Nc1onc(-c2ccc([N+](=O)[O-])cc2)c1NO | 7.5% | -1.5% | -1.8% | 0.5 | 61 | -0.2% | -1.6% | 2.2% | -8.9% | 0.2%
CSC(=S)N/N=C/c1ccc(N(C)C)cc1 | 10.8% | 0.1% | -22.8% | 2.8 | 89 | 0.2% | -6.2% | -10.0% | -0.3% | 3.6%
CCOC(=O)c1ccc(-c2ccc(/C=C(\C#N)C(=O)NCC3CCCO3)o2)cc1 (configuration not stated) | 20.5% | 3.6% | -2.0% | 12.6 | 97 | -0.1% | -2.6% | 13.8% | 0.9% | 18.6%
COc1ccc(C2CC(c3cccs3)=NN2C(=O)CSc2nnnn2C)cc1OC (configuration not stated) | -3.7% | -0.1% | -5.3% | 1.7 | 34 | 0.3% | -9.9% | -5.0% | -1.6% | -0.7%
CCOc1ccc(N2CC(O)(c3cccs3)[N+]3=C2CCCC3)cc1 (configuration not stated) | 1.4% | 0.2% | -4.0% | 1.1 | 51 | 0.6% | -2.9% | 15.4% | -0.7% | 2.1%
COc1cc2[nH]c(=S)nc(NCCCOC(C)C)c2cc1OC | 4.3% | -0.1% | -49.1% | 1.1 | 86 | 0.1% | 1.6% | 3.0% | -9.4% | -2.4%
COc1ccc(-c2nnn(CC(=O)c3ccccc3)n2)cc1OC | 5.5% | 0.1% | -8.0% | 4.7 | 55 | -0.2% | -9.0% | -16.0% | 1.0% | 1.1%
COc1ccc(C2CC(c3ccccc3)=NN2C(=O)COC(=O)c2cccnc2Cl)cc1 (configuration not stated) | -11.9% | 3.7% | 11.5% | -0.4 | 54 | -0.1% | 0.0% | 3.9% | -0.4% | -0.7%
O=C(O)c1cccc(NC(=O)c2ccc(CN3C(=O)c4ccccc4C3=O)cc2)c1 | 10.8% | 0.1% | 10.2% | 1.9 | 49 | -0.1% | -1.7% | -10.3% | -2.7% | 1.9%
Cc1cc(NC(=O)CN2CCOCC2)n(-c2ccccc2)n1 | 0.8% | / | -2.8% | 1.9 | 50 | -0.1% | / | -16.0% | -0.5% | 0.2%
